Assay outcomes from PubChem.
Tau ThT inhib – blocks human tau fibril formation measured by thioflavin T | actives 2.1% (n = 270,000) | P10636 | recombinant tau K18 P301L (four-repeat tau fragment), heparin-induced fibrillization, ThT fluorescence | Potency, µM (highest dose often 57.4 µM), inactives show at the top dose activity, negative = inhibition, hits mostly inhibitors; note: nearly all actives have a fitted effect of over 55% in size
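Aggregation was driven by heparin (20 uM final) acting on recombinant tau […] bearing P301L in 100 mM sodium acetate pH 7; fibrils were detected with Thioflavin T.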
L3MBTL1 inh – blocks human L3MBTL1. actives 0.66% (n = 230,000). AlphaScreen L3MBTL1–H3K9me1 peptide binding. Potency, µM (doses to about 57.1 µM), for inactives: top-dose activity, negative = inhibition, actives largely listed as inhibitors; note: nearly all actives have a fitted effect of over 60% in size
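Read-out is AlphaScreen signal from streptavidin donor and nickel chelate acceptor beads (10 ug/mL final each) bridging L3MBTL1 (50 nM) and biotinylated K9-monomethylated H3(1-15) peptide (75 nM), after 30 min compound exposure at room temperature.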
TRb SRC2 PPI – disrupts binding of human TR beta to SRC2. AID 1469. actives 0.065% (n = 280,000). Potency, µM (highest dose often 106 µM), for the others: top-dose activity change, negative = inhibition, actives largely listed as inhibitors. TRbeta-SRC2 peptide binding, fluorescence polarization; receptor liganded with 1 µM T3. P10828;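 note: plate controls were bound peptide for no effect and peptide without receptor for full effect; nearly all actives have a fitted effect of over 50% in size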
Target sequence (P10828 whole entry, looked up): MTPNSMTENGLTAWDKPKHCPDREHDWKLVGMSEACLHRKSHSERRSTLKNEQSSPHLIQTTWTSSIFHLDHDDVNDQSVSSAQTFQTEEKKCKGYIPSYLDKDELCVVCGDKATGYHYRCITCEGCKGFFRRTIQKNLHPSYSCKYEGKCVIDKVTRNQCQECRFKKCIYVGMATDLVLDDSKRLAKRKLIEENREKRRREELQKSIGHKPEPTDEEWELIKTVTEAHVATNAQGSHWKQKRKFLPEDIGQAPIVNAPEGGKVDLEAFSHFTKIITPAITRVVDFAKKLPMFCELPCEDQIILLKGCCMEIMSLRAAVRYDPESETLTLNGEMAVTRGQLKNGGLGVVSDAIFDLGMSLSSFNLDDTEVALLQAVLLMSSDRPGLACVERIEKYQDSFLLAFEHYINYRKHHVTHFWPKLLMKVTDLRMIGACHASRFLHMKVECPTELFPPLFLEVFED
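A fluorescence polarization screen tested compounds at multiple concentrations against complex formation between 0.6 uM TRb ligand-binding domain and 20 nM Texas Red SRC2 peptide, with 1 uM T3 present; readout after 5 hr.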
RGS12 GoLoco inh – blocks human Gai1 binding to RGS12 GoLoco peptide, red readout. Gai1:RGS12 GoLoco peptide FP, rhodamine, 10 min. Potency, µM (highest dose often 61.6 µM), without a hit: at the highest dose activity, negative = inhibition, most hits filed as inhibitors. actives 0.44% (n = 230,000). AID 880; active = well fitted inhibition curve with a large enough effect, not every such curve was filed as active; inactive = no such curve, though single readings can be large or run the other way; note: nearly all actives have a fitted effect of over 30% in size; many of its hits are not listed in these tables
JMJD2E inh – inhibitors of human JMJD2E histone demethylase. AID 2147. JMJD2E catalytic domain, FDH-coupled NADH fluorescence (FDH is formaldehyde dehydrogenase). actives 1.6% (n = 230,000). Potency, µM (doses to about 57.1 µM), for inactives: top-dose activity change, negative = inhibition, actives largely listed as inhibitors; active = well fitted inhibition curve with a large enough effect, not every such curve was filed as active; inconclusive = small, poorly fitted or top-dose-only effect, or another doubt; inactive = no such curve, though single readings can be large or run the other way;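 note: 0% = wells with enzyme and -100% = buffer wells without enzyme; nearly all actives have a fitted effect of over 50% in size; many of its hits are not listed in these tables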
Tau fibril FP – blocks human tau fibril formation measured by polarization. AID 1468. K18 P301L tau heparin fibrillization, Alexa594 FP, 6 h. actives 0.39% (n = 280,000). Potency, µM (highest dose often 57.7 µM), without a hit: top-dose activity, negative = inhibition, actives largely listed as inhibitors; note: nearly all actives have a fitted effect of over 55% in size
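Recombinant K18 P301L […], labeled with Alexa 594 at 0.24 uM over 15 uM unlabeled; heparin inducer 20 uM final; 37 C, 6 hr; FP endpoint.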
RECQ1 helicase – inhibitors of human RECQ1 DNA helicase | RECQ1 DNA unwinding, red fluorescence kinetic read | Potency, µM (doses to about 57.3 µM), for the others: at the top dose activity, negative = inhibition, most hits filed as inhibitors | actives 0.54% (n = 240,000) | AID 2549;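 note: plate controls were vehicle for no effect and no enzyme for full effect; nearly all actives have a fitted effect of over 30% in size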
Target sequence (P46063 whole entry, looked up): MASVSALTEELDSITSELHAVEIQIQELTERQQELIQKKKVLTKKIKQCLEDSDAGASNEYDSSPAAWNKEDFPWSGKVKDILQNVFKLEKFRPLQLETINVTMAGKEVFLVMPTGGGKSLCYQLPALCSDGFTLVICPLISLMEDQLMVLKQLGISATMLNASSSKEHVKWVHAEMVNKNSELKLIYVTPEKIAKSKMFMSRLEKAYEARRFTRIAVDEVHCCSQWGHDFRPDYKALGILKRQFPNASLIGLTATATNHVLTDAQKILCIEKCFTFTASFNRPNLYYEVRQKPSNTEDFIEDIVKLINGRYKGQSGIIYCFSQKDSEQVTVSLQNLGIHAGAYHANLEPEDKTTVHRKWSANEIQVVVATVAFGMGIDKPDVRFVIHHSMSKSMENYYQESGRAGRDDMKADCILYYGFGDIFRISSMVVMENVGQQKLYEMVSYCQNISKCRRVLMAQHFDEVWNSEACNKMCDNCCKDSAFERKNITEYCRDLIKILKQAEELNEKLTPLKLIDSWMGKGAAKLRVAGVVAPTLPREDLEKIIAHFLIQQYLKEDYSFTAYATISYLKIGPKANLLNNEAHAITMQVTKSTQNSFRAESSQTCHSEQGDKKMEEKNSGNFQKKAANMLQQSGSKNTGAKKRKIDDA
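50 nM RECQ1T1 preincubated 15 min with compound in Tris pH 8.0 buffer with MgCl2, DTT, Tween-20 and 2.5 ug/ml poly(dI-dC); started with 200 nM TAMRA/BHQ-2 forked duplex and 2 mM ATP. Unwinding read as fluorescence (525/598 nm), two reads 2 h apart.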
TexasRed fluor – alters Texas Red total fluorescence, flagging assay interference; TRb/SRC2 Texas Red total fluorescence interference; Potency, µM (top dose mostly 106 µM), for inactives: at the highest dose fluorescence change, negative = quenching; actives 0.29% (n = 280,000); active = well fitted curve in either direction with a large enough effect; inconclusive = small, poorly fitted or top-dose-only effect
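Human TRβ ligand-binding domain (0.6 uM) and Texas Red SRC2 peptide (20 nM) in Tris buffer with 1 uM T3 and 5% DMSO were incubated with pinned compound for 5 hr at ambient temperature. Total fluorescence was computed as S + 2P (555/632 nm).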
An asterisk follows results filed as active; & = joins results of further samples; [ ] = dose if it differs, or a comment. Unless noted, calls come from the whole dose curve; as a rule, active = well fitted curve in the direction sought with a large enough effect; inconclusive = small, poorly fitted or top-dose-only effect, or another doubt; inactive = no such curve, though single readings can be large; an effect the other way counts as inactive or inconclusive. Unless noted, % is set by controls: 0 for no effect and ±100 for the full control effect; potency is the fitted concentration of half-maximal effect. A portion of the library; rates above refer to the full screens.

How did CCCN(CCC)C(=O)Cn1c(=O)n(CCCCCC(=O)NCc2ccc3c(c2)OCO3)c(=O)c2sccc21 do in these assays?
Tau ThT inhib: 6%; TRb SRC2 PPI: -1%; Tau fibril FP: -6%; TexasRed fluor: -12%

How did Cc1ccc2nc(/N=C(\N)NC(=O)N3c4ccccc4Sc4ccccc43)nc(C)c2c1 do in these assays?
Tau ThT inhib: inconclusive; L3MBTL1 inh: -1%; TRb SRC2 PPI: -5%; RGS12 GoLoco inh: 32%[activator]; JMJD2E inh: -12%; Tau fibril FP: 14%; RECQ1 helicase: -8%; TexasRed fluor: 2%

Results for COc1ccc(C(=O)NNc2ncnc3c2cnn3-c2cccc(Cl)c2)cc1OC ?
Tau ThT inhib: -16%; TRb SRC2 PPI: 5%; Tau fibril FP: inconclusive; TexasRed fluor: -4%

Results for Nc1ccccc1C(=O)N1CCCC1 ?
Tau ThT inhib: 3%; TRb SRC2 PPI: 1%; RGS12 GoLoco inh: -5%; JMJD2E inh: -4%; Tau fibril FP: -1%; RECQ1 helicase: -8%; TexasRed fluor: -4%

How did COc1ccc(CC(=O)Nc2nc3n(n2)C(c2ccccc2)CC(=O)N3)cc1OC (centres undefined) do in these assays?
Tau ThT inhib: 2%; L3MBTL1 inh: 2%; TRb SRC2 PPI: 5%; RGS12 GoLoco inh: -4%; JMJD2E inh: 4%; Tau fibril FP: -4%; RECQ1 helicase: -8%; TexasRed fluor: 1%

What do the screens show for `Cc1ccc(C2c3c(-c4ccccc4O)n[nH]c3C(=O)N2CCCO)cc1` (centres undefined)?
Tau ThT inhib: -14%; TRb SRC2 PPI: 1%; Tau fibril FP: -2%; TexasRed fluor: -12%

Results for CCCn1c(=O)c2c(nc3n2CCN3Cc2ccco2)n(C)c1=O ?
Tau ThT inhib: -2%; TRb SRC2 PPI: 7%; RGS12 GoLoco inh: 8%; JMJD2E inh: 4%; Tau fibril FP: -3%; RECQ1 helicase: -1%; TexasRed fluor: -5%

Results for CCN(CC)C(=O)CCSc1nnc(-c2ccco2)o1 ?
Tau ThT inhib: 1%; L3MBTL1 inh: 19%; TRb SRC2 PPI: -8%; RGS12 GoLoco inh: 15%; JMJD2E inh: 17%; Tau fibril FP: 0%; RECQ1 helicase: -1%; TexasRed fluor: -1%

What do the screens show for `S=C(Nc1ccccn1)NC1CCCC1`?
Tau ThT inhib: 5%; L3MBTL1 inh: -30%; TRb SRC2 PPI: 6%; RGS12 GoLoco inh: 96%[activator]; JMJD2E inh: 4%; Tau fibril FP: 0%; RECQ1 helicase: 11%; TexasRed fluor: 1%

How did CCOC(=O)C1=C(C)NC2=C(C(=O)C(C(=O)OC)C(C)C2)C1c1ccc(OC)c(O)c1 (centres undefined) do in these assays?
Tau ThT inhib: 0%; L3MBTL1 inh: 4%; TRb SRC2 PPI: -1%; RGS12 GoLoco inh: 5%; JMJD2E inh: 2%; Tau fibril FP: -2%; RECQ1 helicase: -3%; TexasRed fluor: 2%

What do the screens show for `CC1=C(c2ccc(Cl)cc2)S(=O)(=O)NC1=NCc1ccc(C)cc1`?
Tau ThT inhib: -14%; TRb SRC2 PPI: 1%; Tau fibril FP: 4%; TexasRed fluor: 0%

What do the screens show for `CC(=O)Nc1ccc(S(=O)(=O)NC2(C(F)(F)F)C(=O)Nc3c2c(=O)[nH]c(=O)n3C)cc1` (centres undefined)?
Tau ThT inhib: -2%; TRb SRC2 PPI: -12%; RGS12 GoLoco inh: -3%; JMJD2E inh: -2%; Tau fibril FP: -10%; RECQ1 helicase: inactive; TexasRed fluor: 2%

How did CC(=O)N(/N=C1\Sc2ccccc2C1=O)c1cccc(C)c1 do in these assays?
Tau ThT inhib: 8%; L3MBTL1 inh: -18%; TRb SRC2 PPI: 11%; RGS12 GoLoco inh: 76%[activator]; JMJD2E inh: 0%; Tau fibril FP: -3%; RECQ1 helicase: -2%; TexasRed fluor: -5%

What do the screens show for `CC(C)c1ccc(NC(=O)C2CCCN(S(=O)(=O)c3cccc4nonc34)C2)cc1` (centres undefined)?
Tau ThT inhib: 1%; TRb SRC2 PPI: 1%; Tau fibril FP: -12%; TexasRed fluor: -1%

Results for C=CCc1cccc(CNc2nc3ccccc3n2CCC)c1O ?
Tau ThT inhib: -16%; L3MBTL1 inh: 1%; TRb SRC2 PPI: 3%; RGS12 GoLoco inh: 6%; JMJD2E inh: 11%; Tau fibril FP: 13%; RECQ1 helicase: 0%; TexasRed fluor: -5%

What do the screens show for `Cc1cc(OC(=O)c2ccccc2Br)cc(=O)n1C`?
Tau ThT inhib: inconclusive; L3MBTL1 inh: -7%; TRb SRC2 PPI: 0%; RGS12 GoLoco inh: 0%; JMJD2E inh: 5%; Tau fibril FP: 5%; RECQ1 helicase: 0%; TexasRed fluor: 0%

How did Cc1nnc(SCc2cc(=O)[nH]c(N3CCN(C)CC3)n2)s1 do in these assays?
Tau ThT inhib: -3%; L3MBTL1 inh: 3%; TRb SRC2 PPI: -1%; RGS12 GoLoco inh: 0%; JMJD2E inh: 0%; Tau fibril FP: -3%; RECQ1 helicase: 1%; TexasRed fluor: -1%

Results for O=C1COc2ccc3ccccc3c2CN1 ?
Tau ThT inhib: -10%; L3MBTL1 inh: 5%; TRb SRC2 PPI: -4%; RGS12 GoLoco inh: -8%; JMJD2E inh: -2%; Tau fibril FP: -6%; RECQ1 helicase: -15%; TexasRed fluor: 1%

Results for O=C1NC(c2ccccc2)=N/C1=C/c1ccco1 ?
Tau ThT inhib: 6%; L3MBTL1 inh: -23%; TRb SRC2 PPI: -20%; RGS12 GoLoco inh: 30%; JMJD2E inh: 2%; Tau fibril FP: -5%; RECQ1 helicase: 2%; TexasRed fluor: -3%

Results for CC(=O)c1ccc(NC(=O)CC(c2cccs2)N2Cc3ccccc3C2=O)cc1 (centres undefined) ?
Tau ThT inhib: inconclusive; TRb SRC2 PPI: -9%; Tau fibril FP: inconclusive; TexasRed fluor: -1%

4 compounds out of the list, ordered by count of non-hydrogen atoms, high to low.
What do the screens show for `CC(=O)Nc1ccc(S(=O)(=O)NC2(C(F)(F)F)C(=O)Nc3c2c(=O)[nH]c(=O)n3C)cc1` (centres undefined)?
Tau ThT inhib: -2%; TRb SRC2 PPI: -12%; RGS12 GoLoco inh: -3%; JMJD2E inh: -2%; Tau fibril FP: -10%; RECQ1 helicase: inactive; TexasRed fluor: 2%

What do the screens show for `CC(C)c1ccc(NC(=O)C2CCCN(S(=O)(=O)c3cccc4nonc34)C2)cc1` (centres undefined)?
Tau ThT inhib: 1%; TRb SRC2 PPI: 1%; Tau fibril FP: -12%; TexasRed fluor: -1%

What do the screens show for `CC1=C(c2ccc(Cl)cc2)S(=O)(=O)NC1=NCc1ccc(C)cc1`?
Tau ThT inhib: -14%; TRb SRC2 PPI: 1%; Tau fibril FP: 4%; TexasRed fluor: 0%

How did CC(=O)N(/N=C1\Sc2ccccc2C1=O)c1cccc(C)c1 do in these assays?
Tau ThT inhib: 8%; L3MBTL1 inh: -18%; TRb SRC2 PPI: 11%; RGS12 GoLoco inh: 76%[activator]; JMJD2E inh: 0%; Tau fibril FP: -3%; RECQ1 helicase: -2%; TexasRed fluor: -5%

The list continues.
Results for O=C(O)C1C2C=CC(O2)C1C(=O)NCCc1cccc(Cl)c1 (centres undefined) ?
Tau ThT inhib: 3%; L3MBTL1 inh: -11%; TRb SRC2 PPI: -3%; RGS12 GoLoco inh: 11%; JMJD2E inh: inconclusive; Tau fibril FP: 10%; RECQ1 helicase: inactive; TexasRed fluor: -5%

What do the screens show for `O=C(C1CC(=O)N(C2CCCC2)C1)N1CCN(c2ccccc2F)CC1` (centres undefined)?
Tau ThT inhib: -7%; TRb SRC2 PPI: 7%; RGS12 GoLoco inh: -8%; JMJD2E inh: 6%; Tau fibril FP: -2%; RECQ1 helicase: -5%; TexasRed fluor: -1%

How did CC(=O)Nc1ccc(NC(=O)CCNS(=O)(=O)c2cccc3nsnc23)cc1 do in these assays?
Tau ThT inhib: -2%&-8%; L3MBTL1 inh: 5%; TRb SRC2 PPI: -8%&-7%; RGS12 GoLoco inh: 6%; JMJD2E inh: -5%; Tau fibril FP: 0%&8%; RECQ1 helicase: inactive; TexasRed fluor: -2%&-1%

What do the screens show for `CCc1cc(/C(Cc2ccccn2)=N\Nc2ccccc2)c(O)cc1O`?
Tau ThT inhib: inconclusive; L3MBTL1 inh: -27%; TRb SRC2 PPI: 6%; RGS12 GoLoco inh: -3%; JMJD2E inh: inconclusive; Tau fibril FP: -8%; RECQ1 helicase: inactive; TexasRed fluor: 0%

What do the screens show for `O=C(CCc1nnc(C2CCCCC2)o1)NCCCOc1cccnc1`?
Tau ThT inhib: -3%; L3MBTL1 inh: 0%; TRb SRC2 PPI: -6%; RGS12 GoLoco inh: -10%; JMJD2E inh: 6%; Tau fibril FP: -7%; RECQ1 helicase: inactive; TexasRed fluor: -1%

Results for O=C(c1ccccc1-c1nc(-c2ccc(F)cc2)no1)N1CCCC1 ?
Tau ThT inhib: -11%; L3MBTL1 inh: 0%; TRb SRC2 PPI: 1%; RGS12 GoLoco inh: 1%; JMJD2E inh: -2%; Tau fibril FP: -1%; RECQ1 helicase: -13%; TexasRed fluor: 1%

Results for O=C(N/N=C/c1cccc([N+](=O)[O-])c1)c1cccc(Br)c1 ?
Tau ThT inhib: -2%; TRb SRC2 PPI: 9%; RGS12 GoLoco inh: 3%; JMJD2E inh: -2%; Tau fibril FP: -8%; RECQ1 helicase: -2%; TexasRed fluor: -1%

How did Cc1cc(C)c(Nc2ncnc(N)n2)c(C)c1 do in these assays?
Tau ThT inhib: -4%; L3MBTL1 inh: 7%; TRb SRC2 PPI: 9%; RGS12 GoLoco inh: -3%; JMJD2E inh: 4%; Tau fibril FP: 2%; RECQ1 helicase: 1%; TexasRed fluor: -2%

Results for COCCCNC(=O)CCCn1c(=O)c2ccccc2n(Cc2cccc([N+](=O)[O-])c2)c1=O ?
Tau ThT inhib: -6%; TRb SRC2 PPI: -1%; RGS12 GoLoco inh: 8%; JMJD2E inh: 3%; Tau fibril FP: -1%; RECQ1 helicase: -4%; TexasRed fluor: -6%
